Hsp90 Hop PPI – qHTS Assay for Disrupters of an Hsp90 Co-Chaperone Interaction. Potency, µM (highest dose often 57 µM), without a hit: at the highest dose activity change, negative = inhibition. AID 595, 2007. Hsp90 C-terminal peptide / TPR2A (Hop) interaction, human. hit rate 0.44% among 71,000. AlphaScreen TPR2A-His6 binding biotin-Hsp90 C-terminal peptide; active = well fitted curve in either direction with a large enough effect; inconclusive = small, poorly fitted or top-dose-only effect, or another doubt; also: potency is read from the fitted curve at half-maximal effect; % is scaled to controls: 0 for no effect and ±100 for the full control effect; many of its hits are not listed in these tables
GFP derepression – qHTS Assay for Epigenetic Modulators. hit rate 0.09% among 68,000. Potency, µM (doses to about 46.1 µM), for inactives: at the top dose GFP derepression (activation). mouse C127i GFP locus derepression, cytometry, 30 h. AID 597, 2007; also: % of control where 0% means no effect
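Locus derepression in mouse mammary C127i cells whose integrated CMV-GFP reporter is normally silent; GFP expression after 30 h compound treatment was quantified by counting fluorescent cells.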
BRCT PPI green – qHTS Assay for Inhibitors of BRCT-Phosphoprotein Interaction (Green Fluorophore); Breast cancer type 1 susceptibility protein (Homo sapiens), P38398; hit rate 0.05% among 75,000; Potency, µM (top dose mostly 76.9 µM), inactives show at the top dose activity change, negative = inhibition, most hits filed as inhibitors; AID 875, 2007; BRCA1 BRCT-phosphopeptide binding, green fluorescence polarization;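 also: potency is read from the fitted curve at half-maximal effect; plate controls were peptide without protein for full effect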
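Fluorescence polarization: His-tagged BRCT (~35 kDa BRCA1 C-terminus, 250 nM) bound to 100 nM fluorescein-labeled phosphorylated 10-aa BACH1 peptide, pH 7.3 phosphate buffer with DTT and Tween 20. Compounds incubated 12 min at room temperature; inhibition read as lowered polarization.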
DNA Pol III inh – qHTS Assay for Inhibitors of DNA Polymerase III Holoenzyme System; reconstituted DNA polymerase III holoenzyme replication, biochemical; Potency, µM (top dose mostly 57.1 µM), inactives show at the highest dose activity change, negative = inhibition; hit rate 0.25% among 71,000; also: potency is read from the fitted curve at half-maximal effect; % is scaled to controls: 0 for no effect and ±100 for the full control effect
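Reconstituted *E. coli* holoenzyme (0.35 nM Pol III, 1 nM beta, 154 nM SSB, 2 nM primase) was preincubated with compound for 15 min at RT. Synthesis on 1.4 nM ssM13Gori ran 35 min, then was stopped with PicoGreen/EDTA and read as dsDNA fluorescence.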
CRE Fsk mod – Cell signaling CRE-BLA (Fsk stim) | CHO CRE-bla reporter (cAMP response element driving beta-lactamase), forskolin EC10, beta-lactamase ratio | hit rate 2.5% among 71,000 | Potency, µM (series often up to 38.2 µM), for the others: top-dose activity change, negative = inhibition, usual class: activators | AID 662, 2007; active = well fitted activation curve with a large enough effect in the signal ratio, with a control signal flat, not every such curve was filed as active; inconclusive = small, poorly fitted or top-dose-only effect, or effect the other way, or a change in a side signal; the % refers to the signal ratio; also: potency is read from the fitted curve at half-maximal effect; % of control where 0% means no effect
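The 460nm/530nm emission ratio after CCF4 loading defined %Activity, from which AC50 values were obtained. CRE-bla CHO cells received compound dilution series together with an EC10 level of NKH 477 for 3 hours at 37 degrees Celsius.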
HBB splicing – qHTS Assay for Modulators of Hemoglobin Beta Chain Splicing; HBB splicing reporter cell assay, activation; EGFP reporter with mutant IVS2-654 intron; response scale: normalised to 500 nM splice-correcting PNA; Potency, µM (doses to about 46.1 µM), inactives show at the highest dose activation, most hits filed as activators; hit rate 0.06% among 65,000; AID 925, 2007; also: potency is read from the fitted curve at half-maximal effect; 0% is about no effect
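HeLa cells stably expressing EGFP interrupted by mutant beta-globin intron 2 (IVS2-654), 500/well in 2% FCS. Treated with compound for 2 days at 37C. Splicing correction scored as total well GFP intensity (488 nm excitation, 500-520 nm emission); 500 nM antisense PNA served as control.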
BRCT PPI red – qHTS Assay for Inhibitors of BRCT-Phosphoprotein Interaction (Red Fluorophore). BRCT-phosphopeptide binding, red fluorescence polarization. Breast cancer type 1 susceptibility protein (Homo sapiens), P38398. Potency, µM (highest dose often 76.9 µM), for inactives: top-dose activity change, negative = inhibition, usual class: inhibitors. hit rate 0.03% among 75,000. AID 892, 2007; also: % is scaled to controls: 0 for no effect and ±100 for the full control effect
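Fluorescence polarization: 100 nM His-tagged BRCA1 BRCT with 100 nM TAMRA-labelled phospho-BACH1 decapeptide, phosphate buffer pH 7.3 with 150 mM NaCl, DTT, 0.01% Tween 20; 12 min RT. Binding inhibition seen as FP decrease.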
USP2a inh – qHTS Assay for Inhibitors of Ubiquitin-specific Protease USP2a; hit rate 0.1% among 60,000; Potency, µM (titrated, usually from 38.3 µM), for inactives: at the highest dose activity change, negative = inhibition, hits mostly inhibitors; Ubiquitin carboxyl-terminal hydrolase 2 (Homo sapiens), O75604; USP2a enzymatic assay, qHTS inhibition;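 also: potency is read from the fitted curve at half-maximal effect; nearly all actives have a fitted effect of over 60% in size; plate controls were DMSO for no effect and NEM full inhibition control for full effect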
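20 nM USP2 core + cpd, 30 min RT; add 20 nM Ub-PLA2/20 uM NBD C6-HPC; read Ex460/Em535 at 0 h and 2.5 h. Normalized to NEM; qHTS curve fit/classification.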
15-hLO inh – qHTS Assay for Inhibitors of 15-hLO (15-human lipoxygenase); Polyunsaturated fatty acid lipoxygenase ALOX15 (Homo sapiens), P16050; purified 15hLO-1, xylenol orange hydroperoxide absorbance; AID 887, 2007; Potency, µM (doses to about 57.1 µM), without a hit: at the highest dose activity change, negative = inhibition, hits mostly inhibitors; hit rate 1.4% among 74,000; also: potency is read from the fitted curve at half-maximal effect; % is scaled to controls: 0 for no effect and ±100 for the full control effect; nearly all actives have a fitted effect of over 55% in size
Target sequence (P16050 whole entry, looked up): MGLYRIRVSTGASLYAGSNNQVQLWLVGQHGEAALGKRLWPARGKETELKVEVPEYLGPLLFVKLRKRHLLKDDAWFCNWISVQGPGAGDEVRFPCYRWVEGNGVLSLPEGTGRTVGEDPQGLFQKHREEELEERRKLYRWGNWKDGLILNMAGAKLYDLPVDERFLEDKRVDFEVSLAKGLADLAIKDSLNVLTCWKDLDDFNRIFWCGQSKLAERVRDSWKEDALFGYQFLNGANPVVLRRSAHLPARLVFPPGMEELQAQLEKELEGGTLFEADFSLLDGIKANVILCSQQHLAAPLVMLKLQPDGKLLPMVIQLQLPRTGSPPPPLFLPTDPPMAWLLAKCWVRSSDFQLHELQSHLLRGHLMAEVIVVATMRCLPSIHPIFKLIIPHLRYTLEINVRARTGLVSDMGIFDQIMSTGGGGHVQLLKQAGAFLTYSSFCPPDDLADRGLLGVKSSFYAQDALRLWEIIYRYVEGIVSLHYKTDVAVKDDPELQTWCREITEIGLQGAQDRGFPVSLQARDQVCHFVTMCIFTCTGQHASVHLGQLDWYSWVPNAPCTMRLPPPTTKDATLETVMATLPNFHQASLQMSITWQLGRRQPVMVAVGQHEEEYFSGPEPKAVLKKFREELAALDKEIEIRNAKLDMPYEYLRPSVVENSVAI
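Compounds were preincubated 15 min at room temperature with 40 nM purified human enzyme (25 mM Hepes pH 7.5, 0.01% Triton X-100); 50 uM arachidonic acid reacted 6 min. Fe-xylenol orange detection, 30 min, absorbance ratio 573/405 nm.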
Ub-GFP proteasome – Ubiquitin-GFP Assay; Ubiquitin-GFP reporter cells, proteasome inhibition, GFP fluorescence; response scale: untreated = 0%, 10 µM MG-132 = 100%; Potency, µM (titrated, usually from 45.9 µM), inactives show at the top dose activation (GFP accumulation), usual class: activators; 67,000 tested, under 10 active; AID 526, 2006; active = well fitted activation curve with a large enough effect, not every such curve was filed as active; inconclusive = small, poorly fitted or top-dose-only effect, or another doubt; inactive = no such curve, though single readings can be large or run the other way; also: potency is read from the fitted curve at half-maximal effect
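Proteasome blockade was scored as a rise in GFP-expressing U2OS cells carrying a ubiquitin(G76V)-GFP construct, imaged after 4 hr compound treatment at 37 °C across a 46 uM–2.9 nM series.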
HADH2 inhib – qHTS Assay for Inhibitors of HADH2 (Hydroxyacyl-Coenzyme A Dehydrogenase, Type II); 3-hydroxyacyl-CoA dehydrogenase type-2 (Homo sapiens), Q99714; recombinant HADH2, NADH fluorescence, beta-hydroxybutyryl-CoA; Potency, µM (highest dose often 57.1 µM), for the others: at the top dose activity change, negative = inhibition, usual class: inhibitors; hit rate 3.4% among 73,000; also: potency is read from the fitted curve at half-maximal effect; % is scaled to controls: 0 for no effect and ±100 for the full control effect; nearly all actives have a fitted effect of over 60% in size; many of its hits are not listed in these tables
Target sequence (Q99714 whole entry, looked up, one chain of several): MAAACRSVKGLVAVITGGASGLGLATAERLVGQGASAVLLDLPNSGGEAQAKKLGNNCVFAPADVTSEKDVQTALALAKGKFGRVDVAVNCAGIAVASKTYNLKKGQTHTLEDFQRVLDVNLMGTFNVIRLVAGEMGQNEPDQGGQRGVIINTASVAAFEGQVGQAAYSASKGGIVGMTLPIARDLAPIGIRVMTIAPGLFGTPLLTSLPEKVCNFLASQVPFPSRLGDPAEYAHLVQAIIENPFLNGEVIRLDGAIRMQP
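20 nM HADH2 + cpd, 15 min RT; add 1 mM NAD+/90 uM beta-hydroxybutyryl-CoA; kinetic fluorescence 360/450 nm, 4 min. Tris-HCl pH 9.0, 0.01% Tween-20.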
* hit, by the source's call; ? = inconclusive; nt = not tested or not shown; [ ] = dose if it differs, or a comment. Unless noted, calls follow the shape of the dose curve; as a rule, active = well fitted curve in the direction sought with a large enough effect; inconclusive = small, poorly fitted or top-dose-only effect, or another doubt; inactive = no such curve, though single readings can be large; an effect the other way counts as inactive or inconclusive. Some of the compounds tested; count on the stated rates, not on these rows.

Every second line gives: Hsp90 Hop PPI, GFP derepression, BRCT PPI green, DNA Pol III inh, CRE Fsk mod, HBB splicing, BRCT PPI red, USP2a inh, 15-hLO inh, Ub-GFP proteasome, HADH2 inhib
#1 CCN(CCCNC(=O)CCc1nc(-c2ccc(OC)cc2)no1)c1cccc(C)c1
 : -11%, 4%, -0.8%, -1%, 20%, 4.7%, -0.2%, -8%, -5%, 0%, -5%
#2 CCc1sc(C(=O)NC)cc1Br
 : -4%, 0%, -1.8%, 1%, ?, -0.3%, -0.4%, 31%[activator], -23%, 8%, -1%
#3 Cc1c(NC(=O)C(C)OC(=O)C(NC(=O)c2ccco2)C(C)C)c(=O)n(-c2ccccc2)n1C (configuration not stated)
 : -5%, 2%, -4.2%, 2%, ?, 4.2%, -3.6%, 1%, 11%, -7%, 4%
#4 O=C(CCS(=O)(=O)c1ccc(Br)cc1)N1CCN(Cc2ccccc2)CC1
 : -4%, 6%, -0.1%, -1%, ?, 3.4%, 0.6%, 8%, 3%, 0%, 5%
#5 COc1ccc(Cn2nnnc2C(C(C)C)N2CCN(c3ccccc3OC)CC2)cc1 (configuration not stated)
 : -3%, 1%, 0.7%, -1%, -3%, -3.1%, -1.5%, 6%, -8%, -4%, 4%
#6 Cc1ccccc1-c1nnc(SCc2ccccc2F)o1
 : ?, 4%, -0.6%, 1%, 20%, -1.0%, -0.1%, -8%, 1%, -3%, -3%
#7 CCN(C(=O)c1cn(C)c(=O)c2cc(OC)c(OC)cc12)c1ccccc1C
 : ?, 0%, 0.2%, -3%, ?, 0.0%, -0.2%, 2%, 3%, -2%, 6%
#8 CC(=O)OCC1OC(C#Cc2ccc(F)cc2F)C=CC1OC(C)=O (configuration not stated)
 : nt, nt, 0.9%[15.4 µM], nt, nt, -1.4%[9.22 µM], 1.5%[15.4 µM], nt, -4%[11.4 µM], nt, -10%[11.4 µM]
#9 COc1ccc2oc(-c3ccccc3)c(OC)c(=O)c2c1
 : 0%, 0%[9.22 µM], -3.6%, -3%, 9%, nt, -0.6%, nt, 15%[25.6 µM], 0%, ?
#10 CCOC(=O)/C=C1\SCC(=O)N1CC(=O)Nc1ccc2c(c1)CCC2
 : -3%, -1%, 1.5%, -9%, -4%, -0.2%, 0.3%, 28%, -1%, -4%, 4%
#11 CCOC(=O)c1cc2c(=O)n3ccccc3nc2n(CCOC)c1=NC(=O)c1ccncc1
 : -4%, -1%, 0.0%, 2%, ?, -2.2%, 1.3%, 9%, -23%, -10%, 25µM*
#12 COc1ccc(CCNC(=O)c2cc(-c3cccs3)on2)cc1OC
 : -1%, 2%, -2.8%, -1%, ?, -0.9%, -0.5%, 3%, 1%, -5%, -5%
#13 CCOC(=O)C1CCCN(C(=O)c2ccc(CNc3c(N4CCC(C)CC4)c(=O)c3=O)cc2)C1 (configuration not stated)
 : 0%, 5%, -1.0%, -4%, -15%, -0.6%, 1.6%, nt, 1%, 7%, -8%
#14 CC(=O)Nc1cccc(OCC(O)Cn2cnc3ccccc32)c1 (configuration not stated)
 : -5%, 0%, -0.6%, 0%, 4%, 0.1%[57.5 µM], -0.1%, nt, 19%, -1%, -5%
#15 Cc1cccc(C)c1NC(=O)N1CCC(n2cnc3ccccc32)CC1
 : -1%, 0%, -0.2%, 0%, 4%, nt, -0.5%, 37%[activator], 12%, -2%, 4%

Filtered by structure: the entries above with a halogen (4)
Every second line gives: Hsp90 Hop PPI, GFP derepression, BRCT PPI green, DNA Pol III inh, CRE Fsk mod, HBB splicing, BRCT PPI red, USP2a inh, 15-hLO inh, Ub-GFP proteasome, HADH2 inhib
#2 CCc1sc(C(=O)NC)cc1Br
 : -4%, 0%, -1.8%, 1%, ?, -0.3%, -0.4%, 31%[activator], -23%, 8%, -1%
#4 O=C(CCS(=O)(=O)c1ccc(Br)cc1)N1CCN(Cc2ccccc2)CC1
 : -4%, 6%, -0.1%, -1%, ?, 3.4%, 0.6%, 8%, 3%, 0%, 5%
#6 Cc1ccccc1-c1nnc(SCc2ccccc2F)o1
 : ?, 4%, -0.6%, 1%, 20%, -1.0%, -0.1%, -8%, 1%, -3%, -3%
#8 CC(=O)OCC1OC(C#Cc2ccc(F)cc2F)C=CC1OC(C)=O (configuration not stated)
 : nt, nt, 0.9%[15.4 µM], nt, nt, -1.4%[9.22 µM], 1.5%[15.4 µM], nt, -4%[11.4 µM], nt, -10%[11.4 µM]

Further compounds:
Every second line gives: Hsp90 Hop PPI, GFP derepression, BRCT PPI green, DNA Pol III inh, CRE Fsk mod, HBB splicing, BRCT PPI red, USP2a inh, 15-hLO inh, Ub-GFP proteasome, HADH2 inhib
#16 Cc1csc(CCc2nc(C)cs2)n1
 : 0%, 3%, -1.3%, 6%, -2%, -0.6%, -1.3%, -9%, 6%, -2%, 6%
#17 O=C(NCCc1ccccc1F)[C@@H]1CSC2c3ccccc3C(=O)N21 (some centres not stated)
 : -1%, 5%, -0.2%, 3%, -22%, -1.3%, 0.1%, 2%, -1%, 16%, 6%
#18 c1ccc(N2CCN(Cc3nc4ccccc4[nH]3)CC2)nc1
 : nt, nt, -2.2%, nt, nt, 0.4%, -0.6%, nt, ?, nt, -10%
#19 CCOC(=O)C1CCN(S(=O)(=O)c2cccc3nonc23)CC1
 : -1%, 4%, -0.7%, 2%, -9%, 0.0%, 0.2%, 3%, -20%, -13%, 4%
#20 CCC(Sc1nc(N)cc(=O)[nH]1)C(=O)NC(C(=O)OC)c1ccccc1 (configuration not stated)
 : -2%, 6%, 1.4%, -1%, -8%, -1.0%, -1.9%, -4%, 1%, 1%, -2%
#21 CCCCn1nc(CC(=O)O)c2ccccc2c1=O
 : -1%, 0%, -1.1%, 1%, ?, -0.9%, 0.3%, -2%, 0%, 0%, 2%
#22 COc1ccc(CN(Cc2ccccn2)S(=O)(=O)c2ccc(-n3cnnn3)c(OC)c2)cc1
 : 2%, 1%, -1.4%, -2%, 4%, nt, -2.7%, 36%[activator], -4%, 1%, -1%
#23 Cc1cc(=O)n(-c2ccccc2)n1C
 : -4%[26 µM], 6%[20.6 µM], 0.9%[3.08 µM], -3%[25.6 µM], -3%[17.1 µM], -1.0%[20.6 µM], 0.9%, -10%, 1%, -9%[20.5 µM], -3%[25.6 µM]
#24 COCCCNC(=O)CSc1ccc(Cl)cc1
 : -1%[11 µM], -2%, 1.4%, 2%[11.4 µM], -9%[7.6 µM], -4.0%[0.0738 µM], -0.2%, 3%[7.66 µM], 14%[11.4 µM], 16%[9.17 µM], 11%[11.4 µM]
#25 CC[N+](CC)(CCO)CCCN1C(=O)C2CC=C(Cl)CC2C1=O (configuration not stated)
 : -1%, 8%, 0.5%, 0%, -5%, -0.7%, 0.6%, 0%, 8%, -6%, 12%
#26 Cc1cc(=O)oc2cc(O)c(CN(C)CC(=O)O)cc12
 : -2%[11 µM], -1%[9.22 µM], -0.7%[15.4 µM], 1%[11.4 µM], 18%[7.6 µM], 0.5%[9.22 µM], -3.3%[15.4 µM], nt, 10%[11.4 µM], -8%[9.17 µM], 3.2µM*
#27 Cc1ccc(C(C)C)c(OCC(=O)N2CCOCC2)c1
 : 1%, 3%, -0.5%, -3%, 6%, -0.1%, -3.2%, 9%, 5%, 4%, 6%
#28 COc1ccc(CCNC(=O)c2cnc3scc(C)n3c2=O)cc1OC
 : -8%, nt, 1.7%, -7%, ?, -0.9%, 0.5%, nt, 0%, -3%, -25%
#29 COCCn1c(SCC(=O)N2CCCC2)nnc1C(C)C
 : -1%, 0%, -3.1%, -3%, -2%, 0.0%[57.5 µM], 1.4%, nt, 5%, 8%, 7%

Assay outcomes (PubChem BioAssay)
